Assay outcomes from PubChem BioAssay.
HT1080 IDH1KD tx: HT-1080 IDH1 knockdown cell toxicity (counter line); AID 686971; HT-1080 IDH1 knockdown viability, ATP luminescence, 48 h; actives 2% (n = 360,000); Potency, µM (series often up to 46.1 µM), inactives show at the highest dose activity, negative = toxicity, usual class: cytotoxic;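 also: potency is read from the fitted curve at half-maximal effect; 0% = DMSO wells and -100% = cell-free medium wells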
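Assay cells: HT-1080 with IDH1 knockdown, 750 per well, RPMI/5% FBS. Exposure: 48 h at 37 °C following 2 h pre-incubation. Read: CellTiter-Glo luminescence; fitted concentration-response, curve class assigned.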
IL-1B inflam inh: blocks inflammasome-driven IL-1 beta release | THP-1 LPS/ATP IL-1B secretion, AlphaLISA, 16 h; active compounds read low | activity change, % at 57.5 µM | actives 4.7% (n = 360,000) | AID 743279; in the data active = activity change below about -50%; inconclusive = mostly about -30% to -49%; also: % is scaled to controls: 0 for no effect and ±100 for the full control effect
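THP-1 cells pretreated 1 hr with compounds (up to 57.5 uM final), then stimulated with LPS (250 ng/mL final) plus ATP (1.25 mM final); secreted IL-1B measured by AlphaLISA after 16 hr, decreased signal indicating inhibition.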
KB-3-1 tox: KB-3-1 parental cell cytotoxicity; actives 1.4% (n = 400,000); KB-3-1 viability, CellTiter-Glo ATP luminescence, 72 h; AID 1347075; Potency, µM (top dose mostly 46.1 µM), for inactives: at the highest dose activity change, negative = cytotoxic, actives largely listed as cytotoxic; also: potency is read from the fitted curve at half-maximal effect; % is scaled to controls: 0 for no effect and ±100 for the full control effect; nearly all actives have a fitted effect of over 60% in size
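72 h, 37 °C compound treatment of KB-3-1 parental cells; CellTiter-Glo added, 10 min, luminescence read. Data corrected against DMSO-only plates and normalized before curve fitting.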
SW480 rerep: inducers of DNA re-replication in SW480 colon cancer cells; SW480 DNA re-replication, Hoechst DNA content imaging, 48 h; Potency, µM (titrated, usually from 46.1 µM), without a hit: at the top dose re-replication activation, most hits filed as activators; actives 1.8% (n = 340,000); AID 624297; also: potency is read from the fitted curve at half-maximal effect; % of control where 0% means no effect; nearly all actives have a fitted effect of over 55% in size
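First, 250 cells per well were seeded. Next, compound or vehicle (23 nL) was pinned in, plates sat 48 hr at 37 C. Finally Hoechst was added for 40 min before fluorescence scanning.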
KB-V1 cytotox: KB-V1 MDR subline cytotoxicity. Potency, µM (series often up to 46.1 µM), without a hit: top-dose activity change, negative = cytotoxicity, hits mostly cytotoxic. KB-V1 MDR cells viability, CellTiter-Glo, 72 h. actives 3.4% (n = 400,000); also: potency is read from the fitted curve at half-maximal effect; % is scaled to controls: 0 for no effect and ±100 for the full control effect; nearly all actives have a fitted effect of over 60% in size
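Drug-selected KB-V1 cells, grown in DMEM lacking phenol red with 10% FBS, receive compound titrations; after three days at 37 degrees C, surviving cell ATP is quantified by CellTiter-Glo luminescence and responses normalized and curve-fitted.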
D3 ag: activates the human D3 dopamine receptor; AID 652048; D3R DiscoveRx beta-arrestin cells, luminescence, 90 min; P35462; actives 0.58% (n = 410,000); max activation, %; in the data active = max activation above about 30%; also: 0% is about no effect; mostly tested at two doses, the higher about 12 µM
Target sequence (P35462 whole entry, looked up): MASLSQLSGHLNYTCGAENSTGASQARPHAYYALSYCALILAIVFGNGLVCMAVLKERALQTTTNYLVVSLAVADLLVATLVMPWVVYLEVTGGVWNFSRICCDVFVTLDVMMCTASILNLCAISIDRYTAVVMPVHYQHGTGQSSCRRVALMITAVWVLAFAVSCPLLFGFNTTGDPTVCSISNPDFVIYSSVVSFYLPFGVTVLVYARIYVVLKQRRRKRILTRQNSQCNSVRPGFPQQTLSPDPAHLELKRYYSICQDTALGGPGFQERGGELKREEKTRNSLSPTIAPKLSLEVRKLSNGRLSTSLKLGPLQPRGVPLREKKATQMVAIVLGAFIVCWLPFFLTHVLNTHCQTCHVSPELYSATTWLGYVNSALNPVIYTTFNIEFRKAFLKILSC
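Agonist mode: compounds and dopamine controls were applied to plated cells for 90 min at 37 degrees C after an overnight attachment at 1500 cells/well. Luminescent read-out followed 30 - 60 minutes at room temperature with DiscoveRx detection reagent.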
HT1080NT lethal: kills 2HG-producing HT-1080-NT fibrosarcoma cells; Potency, µM (top dose mostly 46.1 µM), for inactives: at the top dose activity, negative = less viability, most hits filed as cytotoxic; HT-1080-NT fibrosarcoma viability, CellTiter-Glo ATP luminescence, 48 h; actives 1.6% (n = 360,000); AID 686970;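 also: NT is the 2HG producing partner of a matched IDH1 knockdown line; potency is read from the fitted curve at half-maximal effect; 0% = DMSO-treated cells and -100% = media-only wells without cells; nearly all actives have a fitted effect of over 55% in size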
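Compounds were tested in concentration-response format on HT-1080-NT cells for 48 hours at 37 degrees C. Cell viability came from CellTiter-Glo luminescence; curves were classified by r2, response magnitude and activity.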
DRD3 antagonist: blocks the human D3 dopamine receptor; P35462; D3R cells, DiscoveRx beta-arrestin luminescence, antagonist mode; active compounds read low; max response, negative = inhibition, %; actives 2.5% (n = 360,000); in the data active = max response below about -50%; inconclusive = no clear call, values can overlap the other calls; also: % is scaled to controls: 0 for no effect and ±100 for the full control effect; mostly tested at two doses, the higher about 12 µM
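Cells plated overnight at 1500 cells/well, then exposed to library compounds with dopamine controls for 90 minutes at 37 degrees C. DiscoveRx reagent added for 30–60 minutes at room temperature; luminescence read, quantitative HTS format.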
GLP-1R agonist: agonists of human GLP-1 receptor. P43220. HEK293 GLP-1R CRE-luciferase, luminescence, 4-6 h; cells express a hypersensitive GLP-1R form. Potency, µM (titrated, usually from 45.6 µM), for the others: top-dose activation, usual class: activators. actives 0.007% (n = 380,000). AID 624172; also: potency is read from the fitted curve at half-maximal effect; % of control where 0% means no effect
Target sequence (P43220 whole entry, looked up): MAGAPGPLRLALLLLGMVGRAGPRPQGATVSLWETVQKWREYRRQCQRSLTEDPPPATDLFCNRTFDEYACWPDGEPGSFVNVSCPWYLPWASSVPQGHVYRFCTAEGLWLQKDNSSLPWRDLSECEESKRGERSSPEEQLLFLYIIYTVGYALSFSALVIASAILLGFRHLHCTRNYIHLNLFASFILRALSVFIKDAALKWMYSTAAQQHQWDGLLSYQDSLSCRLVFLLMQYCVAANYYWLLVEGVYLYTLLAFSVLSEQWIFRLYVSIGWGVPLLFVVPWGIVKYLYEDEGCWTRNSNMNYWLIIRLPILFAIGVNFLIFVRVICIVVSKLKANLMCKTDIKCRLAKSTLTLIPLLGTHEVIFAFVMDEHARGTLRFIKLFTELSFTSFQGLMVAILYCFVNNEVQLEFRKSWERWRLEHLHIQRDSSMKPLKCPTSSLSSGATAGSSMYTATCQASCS
An asterisk follows results filed as active; u = inconclusive; x = not tested or not shown; & = joins results of further samples; [ ] = dose if it differs, or a comment. Unless noted, calls follow the shape of the dose curve; as a rule, active = well fitted curve in the direction sought with a large enough effect; inconclusive = small, poorly fitted or top-dose-only effect, or another doubt; inactive = no such curve, though single readings can be large; an effect the other way counts as inactive or inconclusive. The order is random, and some 12% of all compounds hit somewhere here.

1: CCOC(=O)C1CCN(C(=O)c2cc3cc4cc(OC)ccc4nc3o2)CC1
2: CC1Cc2nc(SCC(=O)NCC3CCCO3)n(C)c(=O)c2S1 (stereo not drawn)
3: CN(C)c1ccc(NC(=S)NC(=O)/C=C/c2ccco2)cc1
4: COc1cc(OC)cc(C(=O)Nc2ccc3nc4c(c(Nc5ccc(OC)c(OC)c5)c3c2)CCCC4)c1
5: CCOC(=O)C1CCN(C(=S)NC2CCCC2)CC1
6: CC1=CC2(C)NC(=O)C(C)C12 (stereo not drawn)
7: CCCCNc1c(-c2ccc(-c3ccc(C(C)=O)cc3)c(OC)c2)nc2cc(C)ccn12
8: CCOc1ccc(NC(=O)CN(C)C(=O)CCCNC(=O)c2ccc(Cl)cc2)cc1OCC

assay / compound	1	2	3	4	5	6	7	8
HT1080 IDH1KD tx	4%	3%	17%	x	0%	5%	u	-4%
IL-1B inflam inh	13	9	3	x	8	16	-51*	12
KB-3-1 tox	14%	x	4%	-10%	6%	-7%	u	-2%
SW480 rerep	-9%	-3%	-1%	x	-1%	x	u	x
KB-V1 cytotox	-2%	x	5%	5%	-7%	5%	u	-13%
D3 ag	0	14	7	-21	3	2	-20	-2
HT1080NT lethal	16%	-3%	15%	x	4%	2%	u	-9%
DRD3 antagonist	1	-53*	2	x	5	11	39	-2
GLP-1R agonist	-3%	1%	9%	-6%	10%	-2%	5%	5%

9: O=C(O)C(=Cc1ccncc1)c1cccc2ccccc12
10: Cc1ccc[n+](CC(=O)Nc2c(Cl)cc(Cl)cc2Cl)c1
11: O=C(c1ccc(Cl)c(S(=O)(=O)N2CCOCC2)c1)N1CCN(c2ccccn2)CC1
12: COc1cccc(N2CCN(C(=O)Nc3ccc4c(c3)NC(=O)CO4)CC2)c1
13: COC(=O)c1cc(C(=O)NC(C)(C)CC(C)(C)C)cc([N+](=O)[O-])c1
14: COCCNC(=O)CCc1c(C)nc2c(-c3ccc(F)cc3)c(C)nn2c1C
15: Cc1nc2cc(NC(=O)Nc3cccc(F)c3)ccc2n1C
16: COc1ccccc1Nc1ccc(NS(=O)(=O)c2ccc(C(C)=O)cc2)cc1

assay / compound	9	10	11	12	13	14	15	16
HT1080 IDH1KD tx	-8%	-3%	8%	-13%	-9%	-9%	-4%	-2%
IL-1B inflam inh	9	-14	5	16	0	-23	-18	-16
KB-3-1 tox	-4%	-7%	-7%	9%	-3%	-2%&1%	-6%	-28%
SW480 rerep	x	-2%	1%	-23%	2%	-11%	-1%	-4%
KB-V1 cytotox	8%	-5%	-18%	8%	7%	0%&3%	u	-23%
D3 ag	-7	-3	3	2	3	-10&-3	1	12
HT1080NT lethal	-2%	0%	8%	5%	-5%	-1%	-4%	0%
DRD3 antagonist	-24	-17	0	16	15	-10	8	-21
GLP-1R agonist	-2%	-13%	2%	-7%	13%	0%&3%	-3%	16%

17: Cn1c(=O)c2c(nc(NCCCO)n2CCc2ccccc2)n(C)c1=O
18: Cc1ccc(C(=O)N/C(=C/c2ccccc2F)C(=O)NCCCn2ccnc2)cc1
19: CCOC(=O)Cn1cc(C(=O)c2ccco2)c2ccccc21
20: Cc1ccnc(NC(=O)c2cc(F)c(F)cc2Cl)n1
21: CCOc1cc(Br)cc(/C=C2\SC(=Nc3ccccc3)NC2=O)c1O
22: Cc1ccc2nc(-c3ccccc3)cc(C(=O)N3CC(C)OC(C)C3)c2c1 (stereo not drawn)
23: Cc1ccc(C(=O)c2ccccc2C(=O)OCC(=O)NC(=O)NC(C)(C)C)cc1
24: O=C1OCCC1Sc1nnc(-c2cccs2)n1Cc1ccccc1 (stereo not drawn)

assay / compound	17	18	19	20	21	22	23	24
HT1080 IDH1KD tx	-1%	4%	-1%	4%	-17%	-13%	-5%	-30%
IL-1B inflam inh	25	-24	25	6	-20	-1	20	19
KB-3-1 tox	7%	6%	5%	0%	u	17%	-1%	-2%
SW480 rerep	-8%	7%	-11%	-24%	-1%	3%	-44%[inhibitor][1.84 µM]	1%
KB-V1 cytotox	-3%	28%	-3%	-9%	u	-28%	-7%	-16%
D3 ag	2	-4	-4	-4	-12	1	9	2
HT1080NT lethal	10%	5%	-12%	8%	-9%	-2%	-5%	-3%
DRD3 antagonist	5	4	-24	-6	-18	27	0	-14
GLP-1R agonist	-1%	4%	-2%	6%	1%	3%	-1%	-4%

Reprinted at random: 3 records from the list.
23: Cc1ccc(C(=O)c2ccccc2C(=O)OCC(=O)NC(=O)NC(C)(C)C)cc1
18: Cc1ccc(C(=O)N/C(=C/c2ccccc2F)C(=O)NCCCn2ccnc2)cc1
17: Cn1c(=O)c2c(nc(NCCCO)n2CCc2ccccc2)n(C)c1=O

assay / compound	23	18	17
HT1080 IDH1KD tx	-5%	4%	-1%
IL-1B inflam inh	20	-24	25
KB-3-1 tox	-1%	6%	7%
SW480 rerep	-44%[inhibitor][1.84 µM]	7%	-8%
KB-V1 cytotox	-7%	28%	-3%
D3 ag	9	-4	2
HT1080NT lethal	-5%	5%	10%
DRD3 antagonist	0	4	5
GLP-1R agonist	-1%	4%	-1%

(list continues)
25: CCCn1c(N)c(N(CCOC)C(=O)c2cc3c(s2)CCC(CC)C3)c(=O)[nH]c1=O (stereo not drawn)
26: Clc1ccc(-c2ccn[nH]2)cc1
27: O=C(N/N=C/c1cccnc1)c1cc(O)c(O)c(O)c1
28: COc1ccc(N=C2NC(=O)C(CO)(CO)S2)cc1
29: COc1ccc(OS(=O)(=O)c2ccc(N3C(=O)CCC3=O)cc2)cc1
30: Cc1nc(-c2ccc(Cl)cc2)sc1C1(C)CC(c2ccc(F)cc2)=NO1 (stereo not drawn)
31: O=C(O)CC(CC(=O)NCC(O)c1ccccc1)c1ccccc1 (stereo not drawn)
32: C=CCNc1nc(C)nc(OC)n1

assay / compound	25	26	27	28	29	30	31	32
HT1080 IDH1KD tx	-6%	1%	-19%	3%	20%	16%	8%	12%
IL-1B inflam inh	-2	0	-20	3	9	7	-15	16
KB-3-1 tox	14%	5%	-9%	-1%	9%	5%	1%	2%
SW480 rerep	-1%	2%	1%	1%	0%	-3%	-7%	3%
KB-V1 cytotox	u	0%	-20%	-24%	8%	-3%	9%	14%
D3 ag	-6	-1	2	-7	-4	4	1	-3
HT1080NT lethal	-1%	16%	-9%	4%	12%	8%	3%	18%
DRD3 antagonist	-3	-5	-18	-9	-9	0	10	1
GLP-1R agonist	1%	14%	-1%	1%	7%	-4%	u	2%

33: COc1cccc(CNC(=O)COC(=O)c2cccc(S(=O)(=O)N3CCCC3)c2)c1
34: O=C(NC1CCSc2ccccc21)c1cc([N+](=O)[O-])ccc1N1CCOCC1 (stereo not drawn)
35: CCCCNc1cccc2c1S(=O)(=O)N(CCCC)CC(COCc1ccccc1)O2 (stereo not drawn)
36: CCOc1ccc(/C=N/NC(=O)C(C)Sc2ccccn2)cc1OCC (stereo not drawn)
37: CN(C(=O)c1cc2c(=O)oc3ccccc3c2s1)c1ccc(F)cc1
38: COc1ccc(/C=N/NC(=O)c2cc3c(ccc4ccccc43)o2)cc1OC
39: CCOC(=O)COc1nc(-c2ccc(C)cc2)cc(-c2ccco2)c1C#N
40: N#CC[C@H](Cc1ccccc1)N1CC[C@@H](O)CCC1=O

assay / compound	33	34	35	36	37	38	39	40
HT1080 IDH1KD tx	1%	4%	-10%	6%	x	-17%	10%	2%
IL-1B inflam inh	9	-14	2	-7	x	-7	0	4
KB-3-1 tox	8%	0%	0%	8%	20%	u	0%	-1%&6%
SW480 rerep	-3%	-6%	-60%	3%	x	u	-8%	-4%
KB-V1 cytotox	1%	-9%	-6%	-19%	-17%	u	-19%	-7%&7%
D3 ag	4	1	-5	-2	0	1	1	-6
HT1080NT lethal	5%	0%	-4%	3%	x	-3%	17%	1%
DRD3 antagonist	-24	-3	-7	2	x	3	18	-3
GLP-1R agonist	-5%	1%	1%	u	1%	11%	1%	5%

41: CC(C)c1nc2oc3c(N(C)CCO)ncnc3c2c2c1CCC2
42: CCc1ccc(C2CC(c3ccc(Cl)cc3)=NNC2=O)cc1 (stereo not drawn)
43: O=C(N=C1SC2CS(=O)(=O)CC2N1c1ccccc1)C1CCCCC1 (stereo not drawn)
44: CCC(C)(C)n1nnnc1C(C(C)C)N1CCSCC1 (stereo not drawn)
45: CCCCn1cnc2c(c(-c3ccccc3)c(-c3ccccc3)n2Cc2ccco2)c1=N
46: CCCc1c(C(=O)N/N=C/c2ccc(C)o2)nnn1-c1nonc1N

assay / compound	41	42	43	44	45	46
HT1080 IDH1KD tx	1%	-1%	18%	-7%	-16%	-8%
IL-1B inflam inh	-13	-52*	23	-11	-73*	u
KB-3-1 tox	8%	11%	-4%	2%	-24%	-1%
SW480 rerep	-6%	-2%	-20%	-8%	-10%	x
KB-V1 cytotox	-6%	-7%	0%	-6%	-3%	-9%
D3 ag	4	10	4	4	2	-2
HT1080NT lethal	11%	6%	23%	-3%	-20%	10%
DRD3 antagonist	3	14	-3	-5	0	-6
GLP-1R agonist	11%	1%	3%	0%	0%	14%
